NSD2 inh: blocks human histone methyltransferase NSD2. O96028. NSD2 peptide methylation, AlphaScreen, 120 min. inhibition, % at 12.5 µM. 310,000 compounds, 0.54% hits. AID 743445; in the data active = inhibition above about 50%
An asterisk follows results filed as active. Only part of the results is shown; rates above refer to the full screens.

SMILES | NSD2 inh
CN(CC(=O)Nc1ccc(F)cc1)C(=O)c1ccc(-c2ccc(F)cc2)o1 | 1
CCOC(=O)Cc1ccc(Nc2nc3cc(-c4sccc4C)sc3c(=O)n2C)cc1 | -1
Cc1ccc(/C=C/C(=O)OCC(=O)N(C)c2c(N)n(Cc3ccccc3)c(=O)[nH]c2=O)o1 | -12
CCc1nc2ccc(C(=O)N3CCN(C(=O)c4ccco4)CC3)cn2c1N(C)C(=O)COc1ccccc1 | -4
CC(=O)Nc1cccc(-c2csc(C(C)(O)c3ccc(F)c(F)c3)n2)c1 (stereo not drawn) | -1
COc1cc(C=NC2CCCCC2)ccc1O | 1
O=C1NC(c2ccc3ccccc3c2)Nc2ccccc21 (stereo not drawn) | -1
COc1cc(OC)cc(C(=O)NNC(=O)C2CCC2)c1 | -2
O=C1NC[C@@H](Cc2ccc(O)cc2)N(CCc2cc(C(F)(F)F)cc(C(F)(F)F)c2)C1=O | -1
COc1ccc(OC)c(NC(=O)C2(C)CCN2C(=O)C2(c3ccccc3)CCCC2)c1 (stereo not drawn) | 1
Cc1cc(C)cc(C(O)c2ncc(-c3ccc(C(F)(F)F)cc3)[nH]2)c1 (stereo not drawn) | -1
O=C(NCc1cc(C(F)(F)F)cc(C(F)(F)F)c1)c1cc(-c2cc(F)ccc2OCC2CCCO2)n[nH]1 (stereo not drawn) | 1
CCc1nc2ccc(C(=O)NCc3ccccc3OC)cn2c1N(C)C(=O)Cc1ccccc1 | 0
c1ccc(OCCNc2ccn3nc(-c4ccc(OCCN5CCOCC5)cc4)cc3n2)cc1 | 2
CC(=O)C1=C(C)N(Cc2ccc(F)cc2)C(=S)NC1c1cccc(F)c1 (stereo not drawn) | 0
O=C(Nc1cccc2ccccc12)ON=C1CCCCC1 | 2
Cc1nc(NC(=O)C(C)(C)C)sc1[N+](=O)[O-] | 3
Cc1cc(C)c(C(O)c2ncc(-c3ccccc3C)[nH]2)c(C)c1 (stereo not drawn) | 11
NC(CCc1ccccc1)c1csc(Nc2ccc(C(F)(F)F)cn2)n1 (stereo not drawn) | 1
CCOC(=O)C1CCN(C(=O)c2sc3ncn(CC(=O)N4CCCCC4)c(=O)c3c2C)CC1 | 0
CN(C)CCNC(=O)c1cccc(-c2cnc3c(NC=O)cc(/C=C/c4ccccc4)cn23)c1 | -1
Cc1cc(CN(Nc2ccccc2)c2ccccc2)cc(C)n1 | 0
COc1cccc(CNC(=O)C2CCCN(c3ncccn3)C2)c1OC (stereo not drawn) | -4
CCC(CC)C(=O)N(C)c1c(C)nc2c(OCC=C(C)C)cccn12 | 12
Cc1n[nH]c(=S)c2nn(-c3cccc(Cl)c3)c(C)c12 | -2

A draw from above in order of count of non-hydrogen atoms, smallest number first.
SMILES | NSD2 inh
CCC(CC)C(=O)N(C)c1c(C)nc2c(OCC=C(C)C)cccn12 | 12
COc1ccc(OC)c(NC(=O)C2(C)CCN2C(=O)C2(c3ccccc3)CCCC2)c1 (stereo not drawn) | 1
CCOC(=O)C1CCN(C(=O)c2sc3ncn(CC(=O)N4CCCCC4)c(=O)c3c2C)CC1 | 0

(listing goes on)
SMILES | NSD2 inh
CCOc1ccc(N(CC(=O)Nc2c(C)n(C)n(-c3ccccc3)c2=O)S(=O)(=O)c2cc(OC)ccc2OC)cc1 | 0
COc1cc2c(cc1NC(=O)CSc1nnc(-c3ccccc3C)n1Cc1ccco1)oc1ccccc12 | 0
O=C(NCc1ccco1)C1Cc2c(-c3cccc(F)c3)ccnc2O1 (stereo not drawn) | -2
CC1(C(=O)Nc2cccc(Oc3ccccc3)c2)Cc2c(-c3ccc4c(c3)OCO4)ccnc2O1 (stereo not drawn) | -1
CN(C)c1ccc(C=Cc2nccc3ccccc23)cc1 | -12
CCOc1ccc(NC(=O)c2ccc3c(c2)N(C)CCS3)cc1 | -2
Cc1nn(-c2ccccc2)c2sc(C(=O)N3CCC4(CC3)OCCO4)cc12 | 0
Cc1ccccc1COc1cccn2c(N(C)C(=O)CCC3CCCC3)c(C)nc12 | 8
CCc1nc2ccc(C(=O)NC3CCN(C)CC3)cn2c1N(C)CCC(C)C | 5
CC1(C(=O)NCc2ccc(F)c(F)c2)Cc2c(-c3cccc(C(F)(F)F)c3)ccnc2O1 (stereo not drawn) | -2
CCOC(=O)c1ccc(CNC(=O)c2cc3cccc(OC)c3oc2=O)o1 | -7
CC(=O)Nc1cccc(-c2ccnc3c2CC(C(=O)NCC2CC2)O3)c1 (stereo not drawn) | 8
CC(=C1SC(=S)NC1=O)c1ccc(Cl)c(O)c1 | 5
CC(=O)Nc1cc(-c2ccc(C(=O)NC3CC3)cc2)cn2c(-c3cccc(C(F)(F)F)c3)cnc12 | -2
COc1cccc(Nc2nc(C(N)CC(C)C)cs2)n1 (stereo not drawn) | 8
COc1ccc2c(c1OC)C(CC(C)=O)N1CCc3cc4c(cc3C1C2=O)OCO4 (stereo not drawn) | 0
CCOc1ccccc1-c1cc(NC)ncn1 | -2
Cc1ccccc1CC(=O)Nc1nnc(-c2cccnc2)s1 | -7
Cc1cccc(NS(=O)(=O)c2ccc(S(=O)(=O)N3CCCC3)cc2)c1 | 0
CCCNC(=O)C1(C)CCCN(C(=O)c2ccc3c(c2)CCO3)C1 (stereo not drawn) | -4
CN1CCN(c2ccc(S(=O)(=O)N3CCCCC3)cc2NC(=O)CSC(C)(C)C)CC1 | 6
COc1ccc(C2C3=C(CCCC3=O)N(CC(=O)O)C3=C2C(=O)CCC3)cc1Br | -2
Cn1ncc2c1NC(c1ccc(F)cc1)SCC2=O (stereo not drawn) | -9
CS(=O)(=O)N(CC(=O)N1CCOCC1)c1cccc(Cl)c1 | -2
COc1cc2cc(CN(Cc3nnnn3C3CCCC3)C3CCCC3)c(=O)[nH]c2cc1OC | 0

Among those listed so far, these contain a tert-butyl group.
SMILES | NSD2 inh
Cc1nc(NC(=O)C(C)(C)C)sc1[N+](=O)[O-] | 3
CN1CCN(c2ccc(S(=O)(=O)N3CCCCC3)cc2NC(=O)CSC(C)(C)C)CC1 | 6

Next compounds
SMILES | NSD2 inh
CCOc1cccc2cc(-c3csc(NC(=O)CCC(=O)NC4CCCC4)n3)c(=O)oc12 | 5
CCc1nc2c(OCc3ccc(F)cc3)cccn2c1N(C)C(=O)c1ccco1 | -1
CCN(CC)C(=O)c1cccc(-c2csc(C(C)(O)c3cccc(OC)c3)n2)c1 (stereo not drawn) | -1
O=C(CSc1nnc(COc2ccc(Cl)cc2)n1Cc1ccco1)Nc1ccc2c(c1)OCO2 | -1
CCCCNC(=O)C1(C)CCN1C(=O)c1sccc1C (stereo not drawn) | 2
COc1ccc(C(=O)OCC(=O)Nc2cc(C)on2)cc1F | -3
CCN(CCOC(=O)Nc1ccc(Cl)cc1)C(=O)Nc1ccc(Cl)cc1 | -2
CSc1nc(COC(=O)NC(C)C)c(COC(=O)NC(C)C)n1Cc1ccccc1 | 0
O=C(NCc1ccc(Cl)nc1)c1csc([C@@H]2C[C@H](O)[C@@H](CO)O2)n1 | -1
COc1ccc(F)cc1-c1cc(NC(C)=O)c2ncc(-c3cccc(C(F)(F)F)c3)n2c1 | 0
O=C(CNS(=O)(=O)c1cc2ccccc2s1)N1CCN(c2ccccn2)CC1 | -5
COc1ccc2cc(C(=O)CS(=O)(=O)c3ccc(Cl)cc3)c(=O)oc2c1 | 7
COc1ccc(C(=O)N[C@H](C(=O)Nc2cccc(S(=O)(=O)N3CCOCC3)c2)C(C)C)cc1 | 0
O=C(CSc1nc2c(c(=O)[nH]1)CCCC2)N1CCCCC1 | -2
CCCNC(=O)c1cc(C2CCCCN2C(=O)OCCF)on1 (stereo not drawn) | -3
COc1ccc(C(=O)N2CCC2(C)C(=O)NC(C)C)c(OC)c1 (stereo not drawn) | 3
NC(=S)NN=Cc1nccc2c(C(F)(F)C(F)(F)C(F)(F)F)cccc12 | 6
Cc1cc(C(=O)N2CCCC(Nc3ccc(C)c(C)c3)C2)nc(C)n1 (stereo not drawn) | -4
COc1ccc(OC)c(S(=O)(=O)n2c(CN3CCOCC3)nc3ccccc32)c1 | 0
CNC(=O)C1Cc2c(-c3cccc(F)c3)ccnc2O1 (stereo not drawn) | -1
CC(NC(=O)COC(=O)c1ccccc1O)c1ccccc1 (stereo not drawn) | 1
COc1ccc(C(=O)N/N=C/c2ccccn2)cc1 | -2
CC(=O)OC[C@@H]1CN(Cc2ccccc2)C[C@H](n2cnc3c(NCc4ccco4)ncnc32)O1 | 1
CC1(C)N=C(N)NC(=NCCCOc2ccc([N+](=O)[O-])cc2)N1 | 11
O=C(Nc1c2c(nn1-c1ccccc1)CS(=O)(=O)C2)c1ccc(Br)o1 | -4
(next part)
SMILES | NSD2 inh
CCc1nc2c(OCC(=O)N(C)C)cccn2c1N(C=O)Cc1ccc(OC)cc1 | 0
Cc1ccc(N2CC(C(=O)NC3CCCCCC3)CC2=O)cc1 (stereo not drawn) | 1
COc1ccc(-n2c(SCC(=O)Nc3cc(C)c(NC(=O)c4ccccc4)cc3OC)nnc2-c2cccnc2)cc1 | 0
CN(C)c1ccc(-c2ccnc3c2CC(C)(C(=O)NCc2ccc(F)c(F)c2)O3)cc1 (stereo not drawn) | -1
CC(C)(C)CNC(=O)C1(C)CCN1C(=O)Cc1ccc(-c2ccccc2)cc1 (stereo not drawn) | 0
O=Nc1c(-c2ccccc2)n(O)[n+]([O-])c1-c1ccccc1 | 0
COc1ccc(C(C)(NC(C)=O)c2nc(-c3cncnc3)cs2)cc1 (stereo not drawn) | -2
OC(c1ccc(F)c(F)c1)c1nc(-c2ccoc2)cs1 (stereo not drawn) | 4
CCc1nc2c(OCc3ccc(Cl)cc3)cccn2c1N(C)C(=O)c1cccs1 | 0
Cc1ccsc1C(=O)OCC(=O)Nc1cccc(S(=O)(=O)N2CCCCC2)c1 | 2
CC1(Oc2ccc(CC#N)cc2)CCN(Cc2ccc(-n3ccnc3)cc2)C1 (stereo not drawn) | 3
COC(=O)[C@]12C[C@H](CC(=O)N3CCOCC3)C(=O)N(Cc3ccccc3)C1=C[C@H](C(C)(C)C)O[C@@H]2C | -1
CCc1nc2ccc(C(=O)NCCCn3ccnc3)cn2c1N(C)Cc1ccc(Cl)cc1 | 6
COc1cc(C=C2Cc3ccccc3C2=O)cc(OC)c1OC | -2
CNc1cncc(-c2ccccc2CO)n1 | -1
CCOC(=O)c1cc2c(ccn2C)n1CC(=O)N1CCN(c2ccccc2OC)CC1 | -4
CCC(NC(=O)c1cccc2c1C(=O)N(Cc1cccnc1)C2)c1ccccc1 (stereo not drawn) | -1
COc1ccc(OCCNC(=O)c2ccc3nc(C)c(N(C)Cc4ccc(NC(C)=O)cc4)n3c2)cc1 | 0
CC(C)(C)c1ccc(C(=O)OCC(=O)Nc2cccc(S(=O)(=O)NC3=NCCC3)c2)cc1 | 0
COc1ccc(CNC(=O)CCCn2c(=O)c3cccn3c3cccnc32)cc1 | 1
Cc1nn(CC(=O)Nc2cccc(O)c2)c(=O)c2ccccc12 | -1
COc1ccc(CC(=O)Nc2ccc3c(c2)OC2(CCCC2)O3)c(OC)c1 | 2
CC1(C(=O)NS(=O)(=O)C2CC2)CCCN(C(=O)c2ccccc2C(F)(F)F)C1 (stereo not drawn) | -2
COc1ccc(-c2csc(C(C)(O)c3cccc(F)c3)n2)cn1 (stereo not drawn) | 0
Cc1ccc(-n2c(SCC(=O)NN=Cc3c[nH]c4ccccc34)nnc2-c2ccccc2)cc1 | 1

Among those listed so far, these contain a nitro group on carbon:
SMILES | NSD2 inh
Cc1nc(NC(=O)C(C)(C)C)sc1[N+](=O)[O-] | 3
CC1(C)N=C(N)NC(=NCCCOc2ccc([N+](=O)[O-])cc2)N1 | 11

More results:
SMILES | NSD2 inh
CCc1nc2ccc(C(=O)N(C)CCCN(C)C)cn2c1N(CC)CCOC | 3
Cc1ccc(S(=O)(=O)NC(=O)C2(C)CCN2C(=O)c2cccc(F)c2)cc1 (stereo not drawn) | 0
Cc1cccc(NC(=O)COc2cccc3c2CCNC3=O)c1 | 1
Nc1ccc(Nc2ccncc2)cc1 | 0
O=C(NCc1ccc(C(=O)NC2CCCC2)cc1)c1cccc(Br)c1 | -3
COc1cc(CC(=O)N2CCN(S(=O)(=O)c3ccc(C(C)C)cc3)CC2)cc(OC)c1OC | -2
O=C(Nc1ccc(Br)c(C(F)(F)F)c1)[C@@H]1CC=C[C@@H]2CCN(CC3CC3)C(=O)[C@@H]21 | -3
CC(NC(=O)c1cc(COc2ccc(-n3cncn3)cc2)on1)c1ccc(F)cc1 (stereo not drawn) | 1
Cc1cccc(CCNC(=O)c2cc3ccccn3n2)c1 | 1
Cc1ccc(Nc2n[nH]c(=S)s2)c(C)c1 | 2
CCc1nc2cc(NC(=O)C3(C)CCCN(C(C)C)C3)ccc2o1 (stereo not drawn) | 5
CCc1nc2ccc(C(=O)Nc3cccc(OC)c3)cn2c1N(C)CCCc1ccccc1 | -2
COc1ccc(C(O)c2nc(-c3ccc(F)c(Cl)c3)cs2)cc1 (stereo not drawn) | -4
c1cc(-c2ccoc2)n2ccnc2c1 | 105*
Cc1ccc(-c2cnc(C(O)c3cc(F)cc(Cl)c3)[nH]2)cc1 (stereo not drawn) | 9
O=CNc1cc(-c2cccc(F)c2)cn2c(-c3ccc(F)cc3)cnc12 | 7
CC1(C)CC(=O)C2=C(C1)NC(=O)CC2 | 0
COc1ccc(NC(=O)C2(C)CCN2CCOc2ccc(C)cc2)cc1OC (stereo not drawn) | 7
CCC(=O)N1CCCC(C(=O)Nc2ccc3cn[nH]c3c2)CC1 (stereo not drawn) | -2
Cc1n[nH]c(=O)n(N=Cc2cccs2)c1=O | 3
Cn1cc(CN2CCC(C(=O)NC(c3ccc(-c4ccccc4)cc3)c3cnccn3)CC2)c2ccccc21 (stereo not drawn) | 4

Reprinted from the results shown, 4 compounds:
SMILES | NSD2 inh
CCc1nc2ccc(C(=O)N(C)CCCN(C)C)cn2c1N(CC)CCOC | 3
Cc1ccc(S(=O)(=O)NC(=O)C2(C)CCN2C(=O)c2cccc(F)c2)cc1 (stereo not drawn) | 0
Cc1cccc(NC(=O)COc2cccc3c2CCNC3=O)c1 | 1
Nc1ccc(Nc2ccncc2)cc1 | 0

Compound activity from PubChem.
